From PubChem BioAssay
CatB mixtures: cathepsin B inhibitors from pooled compounds, primary screen, biochemical, compound mixtures, AMC fluorescence | inhibition, %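 (ten-compound pools at 5 µM per compound and 50 µM total)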 | AID 488, 2006 | Purified cathepsin B, AMC dipeptide fluorescence | actives 0.06% (n = 62,000); in the data active = inhibition above about 22%, passing the limit was not always enough;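 note: 0% = enzyme without compound and 100% = no enzyme blank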
CatL inh: inhibitors of human cathepsin L, biochemical; Procathepsin L (Homo sapiens), P07711; purified cathepsin L, fluorogenic substrate, fluorescence; inhibition, %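 (tested at 10 µM)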; actives 0.17% (n = 58,000); in the data active = inhibition above about 45%;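 note: 0% = enzyme with no compound and 100% = no enzyme blank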
PKA kinase inh: inhibitors of human PKA kinase activity, primary screen, biochemical, ATP-depletion luminescence, Kemptide substrate; cAMP-dependent protein kinase catalytic subunit alpha (Homo sapiens), P17612; PKA Kemptide phosphorylation, Kinase-Glo ATP luminescence; inhibition, % at 6 µM; actives 0.1% (n = 65,000);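 active = inhibition above the screen-wide mean inhibition plus 3 SD, cut at about 21% in these data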; note: many of its hits are not listed in these tables
Cathepsin G inh: human cathepsin G inhibitors, primary screen, biochemical, pooled compound mixtures, AMC fluorescence. inhibition, % at 5 µM (by protocol). purified enzyme, AMC-tetrapeptide fluorescence. actives 0.2% (n = 62,000). P08311. AID 581, 2007;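 active = inhibition above 20% in each of the two mixture wells holding the compound; inactive = inhibition of 20% or less in either well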;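 note: 0% = enzyme control without mixture and 100% = blank lacking enzyme; strong numbers were not always called active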
CatB inh: human cathepsin B inhibitors, primary screen, biochemical, fluorogenic substrate. inhibition, %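 (tested at 10 µM)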. purified cathepsin B, fluorescence. P07858. actives 0.1% (n = 63,000); in the data active = inhibition above about 21%;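 note: 0% = enzyme with no compound and 100% = no enzyme blank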
HER2 expr 66K: inhibitors of Her2 protein expression, primary screen, SKBR-3 cells, AlphaScreen, 66K library | SKBR-3 HER2 protein level, 18-24 h; stronger effect = lower value | HER2 level % of control, % at 10 µM | AID 645, 2007 | actives 0.69% (n = 65,000);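 active = HER2 level under 5% of the carrier-only control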;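 note: 100% = DMSO carrier and 0% = 500 nM PU-H71 HSP90 inhibitor; lower value means stronger loss of Her2 protein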
Target sequence (P04626 whole entry, looked up): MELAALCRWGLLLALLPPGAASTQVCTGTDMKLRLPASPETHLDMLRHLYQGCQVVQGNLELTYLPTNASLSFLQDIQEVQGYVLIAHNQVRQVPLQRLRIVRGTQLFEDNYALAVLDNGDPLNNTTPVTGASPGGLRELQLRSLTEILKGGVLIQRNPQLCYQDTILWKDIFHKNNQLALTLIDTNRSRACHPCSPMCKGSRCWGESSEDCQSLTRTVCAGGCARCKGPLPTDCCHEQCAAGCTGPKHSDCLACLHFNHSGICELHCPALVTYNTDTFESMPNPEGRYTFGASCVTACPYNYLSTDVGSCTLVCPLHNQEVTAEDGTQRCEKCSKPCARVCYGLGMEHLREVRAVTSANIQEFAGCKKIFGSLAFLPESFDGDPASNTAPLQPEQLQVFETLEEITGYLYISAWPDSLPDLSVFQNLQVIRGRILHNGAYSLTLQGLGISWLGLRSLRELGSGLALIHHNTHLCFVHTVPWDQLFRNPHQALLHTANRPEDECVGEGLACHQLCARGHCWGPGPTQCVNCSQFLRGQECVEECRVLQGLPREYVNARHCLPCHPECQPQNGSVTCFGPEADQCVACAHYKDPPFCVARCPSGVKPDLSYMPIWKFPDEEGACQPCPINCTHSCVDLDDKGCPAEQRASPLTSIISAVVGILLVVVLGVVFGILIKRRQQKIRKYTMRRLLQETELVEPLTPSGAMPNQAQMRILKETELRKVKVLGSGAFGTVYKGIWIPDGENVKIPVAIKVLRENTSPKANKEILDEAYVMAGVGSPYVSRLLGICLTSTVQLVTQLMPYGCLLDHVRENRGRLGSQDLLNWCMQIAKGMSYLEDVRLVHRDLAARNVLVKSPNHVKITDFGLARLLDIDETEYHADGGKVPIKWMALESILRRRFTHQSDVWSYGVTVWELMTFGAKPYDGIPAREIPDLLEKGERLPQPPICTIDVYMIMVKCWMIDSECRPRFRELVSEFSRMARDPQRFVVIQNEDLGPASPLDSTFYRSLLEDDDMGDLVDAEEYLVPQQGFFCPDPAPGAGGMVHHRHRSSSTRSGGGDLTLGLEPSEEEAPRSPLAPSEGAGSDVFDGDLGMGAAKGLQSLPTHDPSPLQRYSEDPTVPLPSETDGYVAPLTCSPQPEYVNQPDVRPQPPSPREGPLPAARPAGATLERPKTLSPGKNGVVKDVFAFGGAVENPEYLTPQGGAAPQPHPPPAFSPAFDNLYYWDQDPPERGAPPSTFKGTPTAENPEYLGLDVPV
CatS block: inhibitors of human cathepsin S, biochemical, compound mixtures; actives 0.06% (n = 62,000); AID 501, 2006; recombinant cathepsin S, AMC dipeptide fluorescence, pooled mixtures; inhibition, %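 (tested at 5 µM per compound within 10-compound mixtures)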; P25774; in the data active = inhibition above about 32%, passing the limit was not always enough;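 note: 0% = enzyme without compound and 100% = blank without enzyme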
ROCK2 blocker: inhibitors of human ROCK2 kinase, primary screen, biochemical, high-throughput, luminescence; Rho-associated protein kinase 2 (Homo sapiens), O75116; purified ROCK2, Kinase-Glo ATP depletion luminescence; inhibition, % at 6 µM; actives 0.35% (n = 60,000); AID 604, 2007;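 active = inhibition above the screen-wide mean inhibition plus 3 SD, cut at about 18% in these data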;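 note: plate controls were DMSO wells for no effect and Y-27632 control wells after no-enzyme background subtraction for full effect; many of its hits are not listed in these tables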
C1s inh: complement C1s protease inhibitors, primary screen, biochemical, 10-compound mixtures | Complement C1s subcomponent (Homo sapiens), P09871 | purified C1s, fluorogenic AMC substrate, pooled mixtures | mean inhibition % of two 10-compound mixtures (stronger effect = higher value), % at 5 µM (by protocol) | actives 0.16% (n = 62,000) | AID 538, 2006;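 active = inhibition above 20% in each of the two 10-compound mixture wells holding the compound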;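 note: 0% = enzyme wells lacking compound mixture and 100% = no-enzyme blank wells; some compounds called inactive have numbers as strong as hits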
Starred values were filed as active, the others as inactive; nt = no result given.

SMILES	CatB mixtures	CatL inh	PKA kinase inh	Cathepsin G inh	CatB inh	HER2 expr 66K	CatS block	ROCK2 blocker	C1s inh
COc1ccc(-c2c(C)oc3c(CN4CCCCC4C)c(O)ccc3c2=O)cc1OC (stereo not given)	0	14	9	9	1	102	0	6	-3
Cc1ccc(-n2ncc3c(=O)n(CC(=O)Nc4cccc(Cl)c4)cnc32)cc1C	1	-9	7	0	1	86	-2	3	-1
O=C(Nc1cccc2c1CCCC2)c1ccco1	4	-5	9	-11	nt	75	0	4	-7
CN(C(=O)C(Cl)Cl)c1ccc(OC(=O)c2ccco2)cc1	-3	2	-4	5	2	115	11	0	-20
COC(=O)c1ccc(C(=O)OC)c(NC(=O)COc2ccccc2OC)c1	0	nt	8	10	5	73	3	5	15
CCCOC(=O)c1ccc(NC(=O)C2C3C=CC(O3)C2C(=O)O)cc1 (stereo not given)	0	-2	10	4	3	100	-12	8	-11
COc1ccc(N(CC(=O)O)S(=O)(=O)c2ccc(OC)c(OC)c2)cc1	6	-4	nt	11	6	101	-8	nt	14
CC(C)CC(NC(=O)OC(C)(C)C)C(=O)NC(C(=O)NC(C)C(N)=O)C(C)C (stereo not given)	5	9	9	6	3	106	-3	-2	15
CN1CCN(CCC(=O)Nc2cccc(F)c2)CC1	1	-9	-2	-2	-4	83	-2	3	4
Cc1ccc(S(=O)(=O)N(C)Cc2ccc(-c3nnco3)cc2)cc1	-1	1	12	14	2	123	-2	2	13
CC(C)(C)OC(=O)N1CCC(c2c(C(=O)O)cnn2-c2ccccc2)CC1	-1	-10	-2	-2	0	95	-6	-15	-15
COC(=O)C1=C(C)NC(=O)CC1c1cccc(OC)c1OC (stereo not given)	1	-6	9	-3	4	161	-7	11	4
COc1ccc(NC(=O)CN(c2ccc(C)cc2)S(C)(=O)=O)c(OC)c1	3	13	-7	12	5	85	7	-4	14
O=C1N(CN2CCC3(CC2)OCCO3)c2ccccc2C12OCCCO2	-5	2	14	-12	-1	105	-13	6	-111
Cc1cccc(Nc2nc(N)nc(CN3CCN(Cc4ccc5c(c4)OCO5)CC3)n2)c1	2	16	4	-11	9	91	21	-2	-27
COc1cc2c(cc1OC)C(c1ccc(N(C)C)cc1)CC(=O)N2 (stereo not given)	4	15	2	15	2	100	4	2	12
Cc1onc(-c2c(Cl)cccc2Cl)c1C(=O)NCc1ccccn1	2	nt	-2	-4	nt	97	8	0	-98
Cn1cc(CC(=O)N2CCN(c3ccc(Cl)cc3)CC2)c2ccccc21	0	20	10	1	-2	92	7	nt	-1
COc1ccc(-c2cc(C(F)(F)F)n3nc(C)cc3n2)cc1	1	13	12	9	2	93	6	8	3
COc1ccccc1-c1c(C)nn2c(N3CCCCCC3)cc(C)nc12	1	nt	-1	1	2	24	-1	-1	1
CC(=O)Nc1sc2c(c1C(c1cccs1)N1CCOCC1)CCCC2 (stereo not given)	0	3	8	3	0	55	-2	6	-9
CCC(=O)Nc1nonc1-c1nc2ccccc2n1N(C(=O)CC)C(=O)CC	4	-11	10	8	1	83	-6	8	9
CC1=C(C(=O)OCC(C)C)C(c2ccccc2Cl)NC(=O)N1C (stereo not given)	5	9	2	-11	9	73	24	-4	-28
O=C(C1CCN(C2CC(=O)N(c3cccc(Cl)c3)C2=O)CC1)N1CCCC1 (stereo not given)	-2	nt	8	11	3	94	19	6	3
COc1ccc(Nc2ccccc2)c(C)c1	2	-7	-6	8	5	104	-6	-2	-11

Additional compounds:
SMILES	CatB mixtures	CatL inh	PKA kinase inh	Cathepsin G inh	CatB inh	HER2 expr 66K	CatS block	ROCK2 blocker	C1s inh
O=C(CN1c2cccc3cccc(c23)S1(=O)=O)NCc1ccc2c(c1)OCO2	-1	-4	8	-10	3	87	-4	5	-14
Cn1c(=O)n(CC(=O)Nc2ccc(F)cc2)c2ccccc21	-5	10	4	-9	5	86	-11	8	-76
CCN1CCN(c2ncnc3c2sc2nc(N4CCOCC4)c4c(c23)CCC4)CC1	6	5	8	1	-3	103	21	nt	-35
COc1ccc2nc(COC(=O)c3ccco3)c(C(C)=O)[n+]([O-])c2c1	3	-4	2	0	-1	122	-6	3	5
O=C(c1ccc(=O)oc1)N1CCOCC1	nt	-23	1	nt	-4	101	nt	7	nt
COc1ccc(CCNC(=O)C2CCN(S(=O)(=O)N3CC(C)CC(C)C3)CC2)cc1OC (stereo not given)	3	12	-4	7	5	93	10	0	-12
COCCCN(C(C)=O)c1nc(-c2ccccc2)cs1	-6	9	5	-19	2	101	-21	4	-161
Clc1ccc(-c2nnc3sc(-c4ccc(Br)o4)nn23)cc1	5	8	15	3	-2	109	15	3	-1
COc1ccccc1NC(=O)CN1CCN(S(=O)(=O)c2ccc(Br)cc2)CC1	0	6	8	0	-2	81	-1	6	-12
O=C(O)c1ccc(N2CCCCC2)cc1	3	8	4	7	nt	91	3	5	11
COc1cc(NC(=O)C2CCCCC2)c(OC)cc1NC(=O)CN1CCCCC1	5	9	2	7	1	97	3	2	-27
O=C(Nc1cnn(C23CC4CC(CC(C4)C2)C3)c1)c1cc(-c2ccccc2)on1	-1	nt	13	6	3	105	-7	6	13
COc1ccc2cc(C3(C)NC(=O)N(CC(=O)NCc4ccco4)C3=O)ccc2c1 (stereo not given)	5	15	5	1	-5	91	5	-1	1
CC1(C)Cc2nc3oc4c(=S)nc[nH]c4c3cc2CO1	5	-1	-15	-1	-4	94	-5	1	-8
CC1=C(C(=O)Nc2cccnc2)C(c2cccnc2)n2nc(-c3cccs3)nc2N1 (stereo not given)	1	-7	-7	-1	3	95	0	-3	-2
CC(C)C(=O)Nc1ccccc1N1CCN(S(C)(=O)=O)CC1	5	7	5	9	5	107	0	9	14
COc1ccc(S(=O)(=O)N2Cc3ccccc3CC2C(=O)N2CCOCC2)cc1OC (stereo not given)	2	1	14	-5	7	93	6	7	-12
CCn1c2ccccc2c2nc3cc(OC)c(OC)cc3nc21	12	-25	4	-8	-1	44	-6	0	-50
O=C(NC1CCCC1)C1CCCN1S(=O)(=O)c1cccc2cccnc12 (stereo not given)	3	nt	-1	24	5	69	2	4	21
COc1cc(NC(=O)Nc2cccc(Cl)c2)c(OC)cc1NC(=O)CN1CCCCC1	-12	13	5	10	0	78	3	2	-5
Cc1ccc(S(=O)(=O)NCC2CCC(C(=O)NCc3ccco3)CC2)cc1 (stereo not given)	6	5	5	-1	-4	111	-7	6	-3
COc1ccc(S(=O)(=O)NCc2ccc(C(=O)N3CCN(c4ccccn4)CC3)cc2)cc1	-3	8	9	11	4	88	7	7	16
O=C(c1ccc(F)cc1)N1CCC(O)(c2cccnc2)CC1	2	-1	7	5	4	101	-8	0	-20
CCOC(=O)CSC1=C(C#N)C(c2ccc(Cl)cc2)C(C(=O)OC)C(=O)N1 (stereo not given)	-6	3	11	12	2	116	10	6	5
O=C1c2cccnc2C(Nc2ccc(S(=O)(=O)N3CCCCC3)cc2)N1Cc1ccccc1 (stereo not given)	0	-6	4	9	1	86	-6	-1	-1

Record cards (already shown):
Results for Cc1ccc(S(=O)(=O)NCC2CCC(C(=O)NCc3ccco3)CC2)cc1 (stereo not given) → CatB mixtures = 6; CatL inh = 5; PKA kinase inh = 5; Cathepsin G inh = -1; CatB inh = -4; HER2 expr 66K = 111; CatS block = -7; ROCK2 blocker = 6; C1s inh = -3
Results for Cn1c(=O)n(CC(=O)Nc2ccc(F)cc2)c2ccccc21 → CatB mixtures = -5; CatL inh = 10; PKA kinase inh = 4; Cathepsin G inh = -9; CatB inh = 5; HER2 expr 66K = 86; CatS block = -11; ROCK2 blocker = 8; C1s inh = -76
Results for COc1ccc2cc(C3(C)NC(=O)N(CC(=O)NCc4ccco4)C3=O)ccc2c1 (stereo not given) → CatB mixtures = 5; CatL inh = 15; PKA kinase inh = 5; Cathepsin G inh = 1; CatB inh = -5; HER2 expr 66K = 91; CatS block = 5; ROCK2 blocker = -1; C1s inh = 1

(list continues)
SMILES	CatB mixtures	CatL inh	PKA kinase inh	Cathepsin G inh	CatB inh	HER2 expr 66K	CatS block	ROCK2 blocker	C1s inh
O=C1C2C3C=CC(C3)C2C(=O)N1c1n[nH]c(CCc2ccccc2)n1 (stereo not given)	5	4	4	2	-3	98	13	-1	-2
Cn1c(=O)c2cc(S(=O)(=O)NCCC(=O)NCCC3=CCCCC3)ccc2n(C)c1=O	2	23	14	12	7	85	8	3	19
Cc1cccnc1Nc1nc(-c2ccc(O)cc2O)cs1	3	24	10	12	4	74	6	4	15
CCOC(=O)CSc1nc2ccccc2n1CC(=O)N(C(C)C)C(C)C	2	22	9	1	0	97	9	6	3
Cc1ccc(NC(=O)C2CC=CCC2C(=O)N2CCCCC2)cc1 (stereo not given)	-6	1	4	6	2	56	2	3	-12
COc1ccccc1N1CCN(C(=O)c2ccc(CS(=O)(=O)c3ccccc3OC)o2)CC1	2	2	-4	2	2	130	-4	-1	18
Nn1c(SC/C=C/c2ccccc2)nnc1-c1ccco1	5	0	-2	-3	7	81	18	-12	-11
COc1ccc(OCc2nn3c(-c4cccc(OC)c4)nnc3s2)cc1	-4	-3	-14	0	-2	42	5	-4	-4
O=C(Nc1ccccc1Cl)N1CCN(c2ncccn2)CC1	-5	nt	6	7	3	113	1	4	-6
COc1ccc(C(NC(=O)c2ccco2)c2ccc(OC)c(OC)c2)cc1 (stereo not given)	7	6	4	12	1	48	9	6	13
Cc1ccc(NC(=O)C2C3CC4OC(=O)C2C4C3)cc1Cl (stereo not given)	-5	-4	1	2	-4	51	-18	0	-3
Cc1ccc(CN2CC(C(=O)Nc3ccc(S(=O)(=O)Nc4cc(C)nc(C)n4)cc3)CC2=O)cc1 (stereo not given)	1	3	1	-6	-7	111	1	-3	-79
Cc1ccc2c(c1)-c1c(cnn1CC(=O)NC(C)CCc1ccco1)CO2 (stereo not given)	8	6	-3	-4	-1	99	-14	1	4
O=C(C1CCC(Cn2c(=O)[nH]c3ccccc3c2=O)CC1)N1CCN(c2ccccc2)CC1 (stereo not given)	3	19	10	-8	2	51	21	2	-5
O=C(Nc1cccc2nsnc12)C1CC(=O)N(c2ccccc2)C1 (stereo not given)	9	-16	-10	-3	7	93	8	-2	-21
Cc1cc(C)nc(SCc2nnc(SCC(=O)Nc3ncc(C)s3)n2Cc2ccco2)n1	3	11	-5	-3	7	74	9	-1	-40
O=C(c1cccs1)c1no[n+]([O-])c1C(=O)c1cccs1	17	15	11	13	19	9	13	7	5
Cc1cc(=O)[nH]c2n[nH]c(-c3ccccc3)c12	-6	10	0	-2	-4	93	-2	-2	-4
Cc1ccc(C)c(NC(=O)C2CCCN2C(=O)OC(C)(C)C)c1 (stereo not given)	3	2	8	-9	6	177	6	2	-11
Cc1cc(C)nc(SC2CCOC2=O)n1 (stereo not given)	-7	2	8	5	5	112	3	5	-29
O=C(Oc1ccc(-c2cnc3ccccc3n2)cc1)c1ccco1	-1	3	-6	-7	1	80	4	-8	-35
COc1ccc2cc(C(c3nnnn3C3CCCCC3)N3CCCCCC3)c3nnnn3c2c1 (stereo not given)	1	3	5	1	1	71	-1	5	3
O=C(COc1ncnc2ccccc12)NC1CCS(=O)(=O)C1 (stereo not given)	-2	-4	-5	6	-1	84	-1	-1	2
O=C(NCc1ccc(F)cc1)c1noc2c1CCCC2	-6	-3	-2	-2	-3	101	-7	-6	-2
C=C(C)CN1CCN(c2c(CCC#N)c(C)c(C#N)c3nc4ccccc4n23)CC1	nt	7	1	nt	-1	85	nt	1	nt

Not all compounds are listed. The share of hits here may be higher or lower than overall.
